GPR35 arrestin U2OS = inhibition of zaprinast-stimulated GPR35 beta-arrestin translocation – imaging, U2OS, beta-arrestin-GFP, zaprinast agonist, primary screen (AID 2058). U2OS GPR35 beta-arrestin-GFP translocation imaging, zaprinast antagonism; higher % means a stronger effect. hit rate 0.052% among 290,000. inhibition, % at 10 µM, or IC50 in µM where a hit was titrated;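 active = inhibition of at least 50% with at least 30 cells and total cytoplasm GFP at most 10,000,000; inconclusive = under 30 cells or total GFP of 10,000,000 plus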
SV40 large T antigen = TAg ATPase/helicase activity blockers – biochemical (AID 1903); SV40 large T antigen ATPase/helicase inhibition assay; higher % means a stronger effect; inhibition, % at 20 µM; hits with a dose series show IC50 in µM; hit rate 0.39% among 310,000; in the data active = a potency from the dose series; inconclusive = inhibition mostly from about 32% at the one dose, without a potency; inactive = the rest, 99 in 100 with inhibition below about 32%; note: strong numbers were not always called active
Salmonella PhoP GFP = PhoP-dependent GFP reporter repression – Salmonella Typhimurium, primary screen (AID 1863); S. Typhimurium PhoP-regulated promoter GFP reporter, 4 h; higher % means a stronger effect; one-dose inhibition, % at 50 µM; IC50 in µM for titrated hits; hit rate 0.16% among 300,000;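 active = inhibition over 29.93%, a cutoff 3 SD above the screen mean, later confirmed by dose response; inconclusive = inhibition over 29.93% but no dose response follow-up; inactive = inhibition at most 29.93% or unconfirmed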;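 note: 0% = low Mg2+ inducing control and 100% = high Mg2+ repressing control; strong numbers were not always called active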
West Nile antiviral = inhibition of WNV-induced cytopathic effect – cell-based, CPE readout (AID 1621); West Nile virus-infected cells, CPE inhibition; higher % means a stronger effect; CPE inhibition, % at 10 µM, or IC50 in µM where a hit was titrated; hit rate 0.02% among 290,000; in the data active = a potency from the dose series; inconclusive = CPE inhibition mostly from about 3.7% at the one dose, without a potency; inactive = the rest, 99 in 100 with CPE inhibition below about 2.2%; note: strong numbers were not always called active
LYP inhibition = PTPN22 lymphoid phosphatase activity blockers – biochemical, fluorescence intensity, uHTS (AID 1779); recombinant LYP phosphatase, fluorescence intensity; higher % means a stronger effect; inhibition, % at 11.5 µM; hits with a dose series show IC50 in µM; hit rate 0.054% among 290,000; in the data active = inhibition above about 50%;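 note: plate controls were vehicle with enzyme for no effect and no enzyme for full effect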
ER stress rescue = rescue of cells from ER stress-induced death, primary screen, 384-well, CSM14.1, thapsigargin, ATP luminescence (AID 1222). 190,000 tested, under 10 active. cellular ATP content (survival), % at 20 µM; hits with a dose series show EC50 in µM. CSM14.1 thapsigargin-induced death rescue, ATP luminescence; higher % means a stronger effect;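 active = EC50 below 50 µM in the dose-response confirmation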;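 note: death triggered by thapsigargin at about 15 µM added after 2 h compound pretreatment; cell ATP read after overnight thapsigargin exposure of roughly 18 to 22 hours; normalized against plate controls of thapsigargin alone and 5% DMSO vehicle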
MgcRacGAP inhibition = MgcRacGAP GTPase-activating activity inhibitors, confirmation, biochemical, ADP Hunter fluorescence; MgcRacGAP-stimulated Rac1 GTP hydrolysis, ADP Hunter fluorescence; higher % means a stronger effect; GST-tagged Rac1 F28L mutant substrate; AID 624330; one-dose inhibition, % at 30 µM; IC50 in µM for titrated hits; hit rate 0.6% among 340,000;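 active = first-screen hits whose inhibition reached a set limit at any dose in the follow-up dose series; inconclusive = inhibition above the set first-screen limit but never retested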;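 note: fluorescence reports GDP produced by GAP-driven GTP hydrolysis; strong numbers were not always called active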
RSV CPE inhibition = RSV antiviral activity via CPE protection, HEp-2 cells, primary 10 µM value included (AID 2391); HEp-2 cells, RSV-induced CPE inhibition; higher % means a stronger effect; CPE inhibition, % at 10 µM, or IC50 in µM where a hit was titrated; hit rate 0.13% among 310,000; in the data active = a potency from the dose series; inconclusive = CPE inhibition mostly from about 23% at the one dose, without a potency; inactive = the rest, 99 in 100 with CPE inhibition below about 21%; note: strong numbers were not always called active
NS5 inhibitors = flavivirus cap methylation enzyme inhibition – biochemical, confirmation dose response, primary screen (AID 588689). Dengue-2 NS5 methyltransferase capping enzyme assay, biochemical; higher % means a stronger effect. one-dose inhibition, % at 25 µM; IC50 in µM for titrated hits. hit rate 0.3% among 340,000; in the data active = a potency from the dose series; inconclusive = inhibition above about 29% without an active follow-up result
NS5 inhibitors pilot replicate = second read-out of NS5 inhibitors, no call of its own (marks repeat the call); inhibition, %; measured here: pilot screen replicate inhibition
* hit, by the source's call; ? = inconclusive; nt = not tested or not shown.

SMILES	GPR35 arrestin U2OS	SV40 large T antigen	Salmonella PhoP GFP	West Nile antiviral	LYP inhibition	ER stress rescue	MgcRacGAP inhibition	RSV CPE inhibition	NS5 inhibitors	others
CS(=O)(=O)N(CC(=O)N/N=C/c1cc2c(cc1Br)OCO2)c1ccccc1Br	2%	-3%	-8%	nt	4%	-0.7%	7%	14%	-4%
O=C(CN1C(=O)NC(c2ccccc2)(c2ccccc2)C1=O)c1c[nH]c2ccccc12	-4%	9%	-9%	-0.5%	-1%	-1.6%	nt	2.1%	nt
CC1CCCC(NC(=O)COC(=O)c2ccccc2NC(=O)c2ccco2)C1C (centres undefined)	0%	9%	2%	-1.3%	-3%	-0.8%	6%	0.2%	-1%	NS5 inhibitors pilot replicate=-1.4
Nc1ccc(Br)c2cccnc12	6%	0%	-11%	0.3%	-12%	-2.8%	10%	7.5%	8%
CCN(CC)C(=O)c1oc2ccc(S(=O)(=O)N3CC(C)CC(C)C3)cc2c1C (centres undefined)	-3%	2%	11%	1.3%	-3%	nt	8%	4.6%	-3%
COCCN(C(=O)COC(=O)c1oc2ccc(OC)cc2c1C)c1c(N)n(Cc2ccccc2)c(=O)[nH]c1=O	-1%	7%	-5%	-0.2%	-6%	nt	10%	1.6%	1%
COc1ccc(OC)c(-n2cnc3cc(C(=O)O)ccc32)c1	13%	8%	4%	0.3%	0%	-0.9%	6%	0.8%	3%
COc1cc(Cl)c(C)cc1NC(=O)COC(=O)c1cnc(C)cn1	7%	9%	-2%	1.1%	-2%	-1.8%	12%	0.6%	-3%
Cc1cccc(Oc2sc(C(=O)c3ccccc3)c(N)c2C#N)c1C	0%	9%	0%	nt	2%	1.4%	3%	1.7%	-3%
CCOC(=O)c1ccc(NC(=O)N2CCc3ccccc32)cc1	-10%	1%	2%	-0.4%	0%	-3.7%	11%	5.8%	-12%
CCCC1CCc2c(sc(N)c2C(N)=O)C1 (centres undefined)	9%	18%	9%	-0.1%	-4%	-1.3%	7%	?	10%
COC(=O)c1ccc(CN2CCC(n3nccc3NC(=O)C3CC3)CC2)cc1	3%	12%	6%	-0.4%	-9%	nt	3%	0.9%	1%
COc1cc(C(=O)Nc2ccc3c(c2)N(C(=O)CCN(C)C)c2ccccc2CC3)cc(OC)c1OC	7%	5%	2%	0.2%	-2%	-0.8%	4%	-0.4%	-4%
COc1ccccc1/C=C1/SC(=S)N(C(C)C(=O)NC2C=CS(=O)(=O)C2)C1=O (centres undefined)	9%	2%	3%	0.0%	-5%	nt	9%	1.0%	0%
CSc1nnc(-c2ccco2)n1-c1ccccc1	2%	6%	2%	0.1%	-2%	-0.1%	-9%	0.5%	-1%
COC(=O)c1ccc(NC(=O)CSc2ccccc2)cc1	16%	0%	-13%	0.1%	-3%	2.2%	13%	4.7%	0%
COc1ccccc1NC(=O)CN1CCC(n2nnc3cc(F)ccc32)CC1	12%	-2%	6%	-0.5%	-7%	-0.8%	8%	12%	-3%
O=C(NC1CCCC1)c1cc2cc(Br)ccc2o1	-9%	16%	-5%	-0.7%	-6%	nt	6%	18%	-1%
Cc1cc(C)n(Cc2ccc(NC(=O)c3ccc(COc4ccccc4Br)cc3)cc2)n1	13%	1%	5%	nt	4%	-8.1%	0%	11%	-8%
COc1cc(Br)c(C(C)NC(=O)c2cccc(Br)c2)cc1OC (centres undefined)	18%	-9%	22%	-0.1%	-12%	-2.0%	8%	nt	-10%
CC(/C=C/c1ccco1)=N\NC(=O)C(O)c1ccccc1 (centres undefined)	-15%	7%	-4%	1.2%	0%	7.5%	14%	4.3%	-7%
CCOC(=O)C1=C(N)N2C(=O)CSC2=C(C(=O)OC)C1	1%	-1%	23%	1.2%	-2%	2.1%	7%	-0.6%	-7%
CC(C)(C)C(=O)Cn1ncc(Cl)c(Cl)c1=O	-2%	5%	0%	?	-8%	nt	1%	nt	-13%
COC(=O)C1=C(C)Nc2ncnn2C1c1cccnc1 (centres undefined)	-7%	7%	1%	0.5%	-6%	-1.2%	1%	0.4%	4%	NS5 inhibitors pilot replicate=2.4
O=C(CC1COc2ccccc2O1)Nc1ccccn1 (centres undefined)	3%	-1%	14%	0.2%	-3%	-1.3%	13%	0.5%	1%

Next section
SMILES	GPR35 arrestin U2OS	SV40 large T antigen	Salmonella PhoP GFP	West Nile antiviral	LYP inhibition	ER stress rescue	MgcRacGAP inhibition	RSV CPE inhibition	NS5 inhibitors	others
Fc1cc(F)c2nc(Nc3nc4cc5c(cc4s3)OCO5)sc2c1	9%	4%	-3%	-1.1%	19%	-1.4%	14%	-1.2%	2%
CCn1cc(C(=O)O)c(=O)c2cc(F)c(N3CCNCC3)cc21	10%	7%	0.51µM*	0.3%	-3%	0.6%	7%	0.4%	-2%
O=C1OC(c2ccc(F)cc2)=C/C1=C\c1ccc(O)cc1	1%	14%	-1%	0.1%	1%	nt	14%	1.5%	-6%
CCN(Cc1ccc(OC)c(COC)c1)CC1CCCN(CCc2cccc(F)c2)C1 (centres undefined)	-12%	0%	6%	0.5%	-5%	nt	-11%	-1.4%	-9%
Cc1cc(Nc2cccc(C(=O)O)c2)n2ncnc2n1	3%	-1%	10%	0.3%	-2%	nt	6%	0.4%	-3%
COc1ccc(NC(=O)CCn2cccc2)c(OC)c1	14%	-7%	-6%	0.7%	-9%	2.9%	-2%	0.2%	-9%
O=C(Cc1cccs1)NCCS(=O)(=O)N1CCN(c2cccc(Cl)c2)CC1	nt	1%	-2%	nt	nt	nt	3%	-0.3%	4%
Cc1cc(N2CCN(C)CC2)nc(=S)[nH]1	-12%	8%	-2%	-0.2%	-1%	-0.6%	7%	-1.8%	-4%
Cc1ccc(NC(=O)c2cc(-c3cccs3)nc3ccccc23)nc1	3%	18%	-5%	1.2%	-1%	nt	8%	-0.9%	1%
COc1cccc(CNC(=O)C(=O)NCCc2ccc(OC)c(OC)c2)c1	-6%	-1%	-4%	-1.0%	-1%	3.3%	-15%	1.6%	3%
c1ccc(Cc2noc(CN3CCN(CCOc4ccccc4)CC3)n2)cc1	5%	6%	-5%	-0.9%	2%	0.0%	11%	-0.5%	-2%
CCOC(=O)N1CCN(C(=O)/C(=C/c2cccs2)NC(=O)c2ccc(OC)c(OC)c2)CC1	6%	22%	-2%	0.9%	1%	nt	6%	-0.6%	4%
Cc1cc(N2C(=O)C3C4c5ccccc5C(c5ccccc54)C3C2=O)no1 (centres undefined)	11%	-6%	11%	1.1%	-7%	-0.4%	6%	3.3%	4%	NS5 inhibitors pilot replicate=3.8
CC1(C)CC2(CCO1)OC(=O)CC2C(=O)Nc1cccc2ccccc12 (centres undefined)	-11%	6%	-12%	0.1%	-3%	-1.6%	11%	1.8%	2%
COc1ccccc1NC(=O)CSc1nc2nccnc2c(=O)n1Cc1cccs1	-3%	21%	8%	0.6%	-6%	nt	9%	4.2%	7%
CCOC(=O)C1CCCN(C(=O)c2ccc(-c3ccc([N+](=O)[O-])cc3)o2)C1 (centres undefined)	nt	-2%	3%	nt	nt	nt	6%	-1.0%	14%
CC(=O)N/C(=N\OCc1ccc(Br)cc1)c1nonc1NC(C)=O	2%	16%	-8%	-0.4%	-5%	-0.4%	0%	2.4%	-7%
Cc1cc(OC2CCCCC2)nc(NCc2ccccc2)n1	-4%	16%	-6%	-0.1%	0%	nt	nt	0.7%	nt
Cc1ccccc1CN1CCc2c(OCC(=O)N3CCCc4ccccc43)cccc2C1=O	nt	0%	22%	-1.8%	-5%	-1.0%	8%	3.2%	-3%
COC(=O)COc1ccc(S(=O)(=O)N2CCOCC2)cc1	-9%	1%	-6%	0.1%	-2%	-0.2%	5%	0.3%	-2%
O=C(CCC1CCCC1)NC1CCCCC1	15%	-3%	-24%	0.2%	-12%	-0.3%	2%	0.5%	2%
O=c1oc2ccccc2c(NC(c2ccccc2)c2ccccc2)c1[N+](=O)[O-]	6%	14%	3%	-0.2%	2%	4.6%	5%	0.6%	1%
CC1(C)CC(=O)C(C=NCC2CCN(C(=O)Nc3ccc(Cl)c(Cl)c3)CC2)=C(O)C1	-2%	5%	-20%	0.1%	1%	-0.1%	3%	3.7%	3%
O=C(Nc1ccc(Cl)cc1C(=O)N1CCCCC1)c1ccco1	-12%	9%	-3%	-0.1%	-4%	nt	7%	1.1%	-2%
CN(C)CCCN1CC(=O)N2[C@@H](Cc3c([nH]c4ccccc34)C2(C)C)C1=O	-3%	22%	-1%	-0.3%	-10%	nt	nt	1.4%	6%
CCN(CC)C(=O)CCC(=O)Nc1ccc(C(=O)OC)cc1	-16%	1%	9%	0.2%	7%	-1.9%	6%	3.4%	2%
CCOC(=O)c1c2c3c(cccc3n(C)c1=O)C(=O)c1ccccc1-2	7%	4%	2%	-0.3%	-9%	nt	11%	11%	13%
CCOc1ccc2[nH]c(C(=O)N/N=C/c3ccc(OC)cc3)cc2c1	-18%	4%	2%	1.5%	-6%	nt	9%	0.3%	-4%
Cc1noc(C)c1CSc1nnc2scc(-c3ccc(Cl)cc3)n12	-14%	1%	5%	-0.2%	4%	9.7%	13%	-0.5%	-1%

Some of these compounds in order of formula weight, high to low:
SMILES	GPR35 arrestin U2OS	SV40 large T antigen	Salmonella PhoP GFP	West Nile antiviral	LYP inhibition	ER stress rescue	MgcRacGAP inhibition	RSV CPE inhibition	NS5 inhibitors	others
CCOC(=O)N1CCN(C(=O)/C(=C/c2cccs2)NC(=O)c2ccc(OC)c(OC)c2)CC1	6%	22%	-2%	0.9%	1%	nt	6%	-0.6%	4%
O=c1oc2ccccc2c(NC(c2ccccc2)c2ccccc2)c1[N+](=O)[O-]	6%	14%	3%	-0.2%	2%	4.6%	5%	0.6%	1%
Fc1cc(F)c2nc(Nc3nc4cc5c(cc4s3)OCO5)sc2c1	9%	4%	-3%	-1.1%	19%	-1.4%	14%	-1.2%	2%
CCOc1ccc2[nH]c(C(=O)N/N=C/c3ccc(OC)cc3)cc2c1	-18%	4%	2%	1.5%	-6%	nt	9%	0.3%	-4%
O=C(Nc1ccc(Cl)cc1C(=O)N1CCCCC1)c1ccco1	-12%	9%	-3%	-0.1%	-4%	nt	7%	1.1%	-2%
COC(=O)COc1ccc(S(=O)(=O)N2CCOCC2)cc1	-9%	1%	-6%	0.1%	-2%	-0.2%	5%	0.3%	-2%
COc1ccc(NC(=O)CCn2cccc2)c(OC)c1	14%	-7%	-6%	0.7%	-9%	2.9%	-2%	0.2%	-9%
Cc1cc(Nc2cccc(C(=O)O)c2)n2ncnc2n1	3%	-1%	10%	0.3%	-2%	nt	6%	0.4%	-3%
Cc1cc(N2CCN(C)CC2)nc(=S)[nH]1	-12%	8%	-2%	-0.2%	-1%	-0.6%	7%	-1.8%	-4%
